# mcGAS RapidFire: blocks mouse cGAS cGAMP production | recombinant mouse cGAS, cGAMP by RapidFire MS | inhibition, % at 12.5 µM | hit rate 0.18% among 130,000;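 active means inhibition of cGAS enzyme activity at or above 60%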;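 further: enzyme stimulated by 45 bp dsDNA with ATP and GTP substrates; cGAMP share of summed cGAMP plus half ATP and half GTP signals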
# Target sequence (Q8C6L5 whole entry, looked up): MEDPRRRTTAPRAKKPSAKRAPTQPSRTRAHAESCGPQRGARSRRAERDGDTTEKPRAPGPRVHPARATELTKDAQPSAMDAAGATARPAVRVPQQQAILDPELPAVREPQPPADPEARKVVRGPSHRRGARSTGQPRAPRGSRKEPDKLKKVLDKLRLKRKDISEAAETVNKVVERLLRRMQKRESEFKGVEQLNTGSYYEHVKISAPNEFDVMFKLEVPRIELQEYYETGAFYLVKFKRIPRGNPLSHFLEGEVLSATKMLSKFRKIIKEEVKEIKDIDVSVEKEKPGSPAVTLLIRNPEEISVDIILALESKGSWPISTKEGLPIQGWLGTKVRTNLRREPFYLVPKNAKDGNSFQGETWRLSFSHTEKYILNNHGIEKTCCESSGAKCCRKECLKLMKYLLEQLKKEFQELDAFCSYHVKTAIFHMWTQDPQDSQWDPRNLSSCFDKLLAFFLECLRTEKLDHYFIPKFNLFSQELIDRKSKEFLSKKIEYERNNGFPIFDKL
# * marks the source's active call; other numbers are inactive results; & = joins results of further samples.
Compound,mcGAS RapidFire
CC(C)S(=O)(=O)Oc1cccc(CNCc2ccco2)c1,-6.4
CCc1ncc(C(=O)NC(C)(C)c2ccc(Br)cc2)s1,-14.2
CCOC(=O)C1CCN(C(=O)C2CC=CCC2C(=O)N2CCN(c3ccc(OC)cc3)CC2)CC1 (centres undefined),0.1
Cc1ccccc1CSCC(=O)NCCSC1CCCCC1,-10.1
O=C(Cc1ccccc1Cl)Nc1ccc2c(c1)C(=O)N1CCCCC1CCO2 (centres undefined),-6.7
Cc1ccc2c(c1)N(C)C(=O)c1cc(NS(=O)(=O)CC(C)C)ccc1O2,-4.5
COc1cccc(OCc2cc(C(=O)NCc3ccccn3)no2)c1,-3.6&7.6
CCOC(=O)C1(CCOc2ccccc2)CCCN(C(=O)c2cc(=O)n(C)c(=O)n2C)C1 (centres undefined),-6.6
Cc1cccc2c(C(=O)N3CCCCC3c3cccnc3)cc(-c3cncnc3)nc12 (centres undefined),-5.2
N#Cc1ccc[n+](Cc2cc(=O)[nH]c(=O)[nH]2)c1,1.3
Cc1c(C(=O)N2CCOCC2C)nnn1-c1cccc2c1CCN(c1ccc(C#N)cn1)C2 (centres undefined),-3.5
Cc1cnc(C)c(N2CCN(Cc3ccc4c(C)cc(=O)oc4c3)CC2)n1,-24.8
C=CCN(C(=O)c1cc(S(=O)(=O)N2CCCCC2)cn1C)c1ccccc1,-1.0
CC1CN(CC(=O)NCCCOC2CCCCC2)C1c1ccccc1 (centres undefined),-8.5
Cc1ccccc1-c1nc(CN2CCN(C(=O)c3ccc[nH]3)CC2)c(C)o1,-15.3

# Further structures follow:
Compound,mcGAS RapidFire
COC(=O)CCN(Cc1ccccc1Br)C1CCCC1,-7.1
CN1CCN(c2nc(N3CCN(c4ccccc4)CC3)ncc2F)CC1,10.8
Cc1ccc(N=c2c([N+](=O)[O-])nn(-c3ccccc3)n2O)c(C)c1,-12.9
C=CCOc1c(Cl)cc(CNc2ncn[nH]2)cc1OC,-4.6
C[C@H]1C[C@@H]2[C@H]([C@@H](O)C[C@@]3(C)[C@H]2CC[C@]3(O)C(=O)CO)[C@@]2(C)C=CC(=O)C=C12,-1.0
CN(C)S(=O)(=O)c1cccc(NS(=O)(=O)c2ccc(S(N)(=O)=O)cc2)c1,9.9
CC1(C)C2CC3C(C)(O)C(c4ccccc4)P(=O)(Cc4ccccc4)C3(C)CC21 (centres undefined),-14.1
CC(NC(=O)Cn1ccsc1=O)c1ccc2ccccc2c1 (centres undefined),1.5
Cc1cc(CNC(=O)C(OCC(F)(F)F)c2ccccc2)ccc1F (centres undefined),-4.1
CS(=O)(=O)N1CCC(Oc2ccc(C(=O)NCCc3ccccn3)cc2Cl)CC1,-9.4
Cn1ccnc1-c1nccn1CCn1cccn1,-11.3
CCCCC1(C)NC(=S)N(C)N1 (centres undefined),-10.9
Cc1csc(CN(C)C2CCCCCC2)n1,3.7
CCCC(C)c1nnc(NC(=O)c2ccccc2-c2ncn[nH]2)s1 (centres undefined),-28.5
COc1ccc(Cl)cc1-c1ncnc2[nH]ccc12,-34.0

# (more compounds)
Compound,mcGAS RapidFire
CCOC(=O)C(=CNCC(=O)O)C(=O)OCC,-26.4
COCCN(C)CC1CCCN1CC(=O)Nc1sc2c(c1C#N)CCC(C)C2 (centres undefined),-6.7
Cc1ccc(C)c(CN2CCN(c3nc4c(c(=O)[nH]c(=O)n4C)n3CCc3ccccc3)CC2)c1,-8.2
CC(NC(=O)CCc1cccnc1)c1ccc(Cl)s1 (centres undefined),-11.4
O=C(NCc1cccc(-n2cccn2)c1)C1CCC(=O)N(CC2CCCCC2)C1 (centres undefined),-5.7
CC1CN(C)CCN1C(=O)Nc1nc(-c2ccco2)cs1 (centres undefined),-9.2
CCOC(=O)c1cc(C#N)c(SCC(=O)Nc2ccc3c(c2)OCO3)nc1C,-2.9
CC1=NN(Cc2ccccc2F)c2nc3c(c(=O)n(Cc4ccccc4F)c(=O)n3C)n2C1,2.7
Cc1ncsc1CNC(=O)NC1CCc2ccccc2C1 (centres undefined),-9.3
COc1cc(C2NC(=O)c3c(-c4ccccc4)csc3N2)ccc1O (centres undefined),-1.0
O=C(O)c1nn(-c2ccccc2F)c(=O)n(Cc2ccccc2Cl)c1=O,-5.0
CC(C)=CCN1CCC2(CCCO2)CCC1=O (centres undefined),-0.5
COC(=O)[C@]1(C)N[C@H](c2cc3ccccc3n(C)c2=O)[C@@H]2C(=O)N(C)C(=O)[C@@H]21,10.9
COC(=O)c1c(C(=O)OC)c2n(c1C)[C@@H](c1ccccc1)SC2,-11.6
CN(c1ccc(CNc2ccc(Cl)cn2)cc1)S(C)(=O)=O,-15.5

# The listing continues:
Compound,mcGAS RapidFire
NC(=O)c1ccsc1NC(=O)COC(=O)c1ccc([N+](=O)[O-])o1,-1.7
CCc1cc(CNC(=O)NC2CCc3cc(Cl)ccc32)on1 (centres undefined),0.1
Cc1ccc(CNC(=O)C2(C)CCN2C(=O)CC2CCCC2)cc1 (centres undefined),-9.2
Cc1nn(-c2ccc(Cl)nn2)c2c1C(c1ccccc1OCC(C)C)CC(=O)N2 (centres undefined),0.0
CCOC(=O)[C@@H](NS(=O)(=O)Cc1ccccc1Cl)C(C)(C)C,-13.3
Cc1ccc(CNc2nc(NC(C)C)nc3ccsc23)c(C)c1,7.4
NC(=O)Cc1csc(NC(=O)C2CCN(c3ccc(C(F)(F)F)cn3)CC2)n1,8.6
COc1ccc(CC(=O)Nc2ccc3c(c2)NC(=O)C(C)(C)CO3)cc1,8.2
Cc1ncsc1CCC(=O)NC(C)Cc1cnccn1 (centres undefined),-10.5
CCC1COC(C)CN1Cc1nc(-c2ccc(OC)cc2)no1 (centres undefined),2.8
NS(=O)(=O)c1cnccc1SCc1ccccc1,-10.6
Cc1c(N2C(=O)CC3CS(=O)(=O)CC32)c(=O)n(-c2ccccc2)n1C (centres undefined),0.4
C=CCc1cc(/C=C2\C(=N)N3N=CSC3=NC2=O)cc(OC)c1OS(=O)(=O)c1ccccc1,-9.4
Cc1nc(C(=O)NCCC2CCCO2)nn1-c1ccc(F)cc1 (centres undefined),-6.0
CCN(Cc1cnn(C)c1)Cc1occc1C(=O)OC,-2.4

# Continued:
Compound,mcGAS RapidFire
NC(=O)CS(=O)(=O)Cc1ccc(Cl)cc1Cl,7.1
c1ccc(C2CC(c3ccccc3)n3nnnc3N2)cc1 (centres undefined),-11.2
COc1cc(OC)cc(C(=O)N2CCC(C(=O)Nc3cccnc3N3CCCC3)CC2)c1,-3.1
CNC(=O)C1CN(C(=O)c2ccc(-c3ccccc3F)s2)c2ccccc2O1 (centres undefined),-0.3
CC1S/C(=C/c2nc(-c3ccc(Cl)cc3)cs2)N(CC(=O)N(C)C)C1=O (centres undefined),-0.4&4.3
CCn1ccnc1CN1CCN(CCNS(=O)(=O)c2ccccc2)CC1C (centres undefined),-6.5
Cc1ccc(OCC(=O)N=Nc2c(O)[nH]c3c(Br)cc(F)cc23)cc1C,-8.0
CCOc1ccc(Oc2coc3cc(OC(C)=O)ccc3c2=O)cc1,7.9
CNC(=O)C(=O)Nc1cc(C)cc(C)c1,-6.6
CCCCOc1ccc(C2=N/C(=C\c3ccccc3C(F)(F)F)C(=O)O2)cc1,-5.0
CC1CCc2c(sc3ncnc(Sc4nnnn4C)c23)C1 (centres undefined),0.5
Cc1cc(-c2cc(=O)[nH]c(-c3ccc(CN4CCN(C)CC4)cc3)n2)c(C)o1,70.9*
CCOCCCNc1ncnc2c1nnn2CC,-13.8
Cc1ccc(N2CCN(S(=O)(=O)c3ccc(F)cc3)CC2)cc1Cl,5.3
O=C(CCNS(=O)(=O)c1ccc(F)cc1)N1CCN2C(=O)NCC2C1 (centres undefined),-35.6

# Further entries:
Compound,mcGAS RapidFire
COCc1cc(NCc2cccnc2-n2cnc3ccccc32)ncn1,12.2
CCOC(=O)Cc1csc(NC(=O)C2Cc3cc(Cl)ccc3O2)n1 (centres undefined),8.8
COc1cc(=O)n(-c2ccccc2)nc1C(=O)Nc1ccc(C(N)=O)cc1,-29.0
N#CCNC(=O)C1(c2ccccc2)CCN(C(=O)c2cc3ccccc3[nH]2)CC1,-8.0
COC(=O)c1ccc2c(c1)S(=O)(=O)N=C2Cl,10.2
Cc1nsc(NC(=O)N(C)Cc2cnc(-c3ccccc3)s2)n1,-18.9
Cc1ccc(C(=O)CSc2nnc(NC3CC3)s2)s1,-6.3
CCn1c(CN(Cc2ccccc2)Cc2ccco2)nc2cc(S(=O)(=O)N3CCOCC3)ccc21,-6.4
COc1ccc(N2C(=O)CSC2c2ccccc2N)c(OC)c1 (centres undefined),-6.8
COC(=O)c1[nH]ncc1CN(C)Cc1ccc(-n2cccn2)cc1,-23.7
OCCCNc1ccc2nnc(C(F)(F)F)n2n1,-3.9
COC(=O)c1ccc(S(=O)(=O)Nc2ccc(OC)cc2OC)cc1,-9.8
O=C1CN(C(=O)C=Cc2ccc(OC(F)F)cc2)c2ccccc2N1,-6.0
N#CC(=Cc1ccsc1)C(=O)NC1CCCCC1,44.3
c1ccc2c(c1)CCC2Nc1cc(N2CCOCC2)ncn1 (centres undefined),-1.7

# (listing goes on)
Compound,mcGAS RapidFire
C1=CC[C@H]2CN(Cc3cnc(CC4CCCC4)[nH]3)C[C@H]2C1,-21.1
CCCC1COCCN1C(=O)c1c[nH]c(=O)[nH]c1=O (centres undefined),-7.1
Cc1ccc(-c2cn3cccnc3n2)cc1NC(=O)c1cccc(C(F)(F)F)c1,5.9
Cc1ccc(NCN2C(=O)c3ccc([N+](=O)[O-])cc3C2=O)cc1,-1.1
Cc1ccc(CC(=O)Nc2ccc(C)cc2-c2n[nH]c(C3CC3)n2)cc1,-11.5
CCOc1c(CC)cnc2c1c(=O)n(CC(=O)NC)c(=O)n2C,-3.6
O=C(c1n[nH]c(=O)c2ccccc12)N1CCCC(c2nc3ccccc3s2)C1 (centres undefined),1.8
Cc1c(Cl)cccc1NC(=O)c1csc(Nc2ccccn2)n1,-4.7
CC(Cc1ccc2c(c1)OCO2)c1nccn1-c1ccc(-n2cnnn2)cc1 (centres undefined),-8.1
CN1CCN(c2cc(OCCNC(=O)NCc3ccccc3)ncn2)CC1,-3.7
Cn1cc(-c2ccc3c(c2)N(Cc2ccccc2)C(=O)COC3)cn1,-7.9
COc1ccc2c(c1)sc(=NC(=O)c1ccc3ncsc3c1)n2C,-1.6
CC1(C)C2CC=C(C=NNC(=O)NC3CCCCC3)C1C2 (centres undefined),-5.1
CCCOC(=O)C1=C(C)N(C)C(=O)NC1c1ccc([N+](=O)[O-])cc1 (centres undefined),2.1
CCN(C)Cc1n[nH]c(=O)n1-c1cc(F)ccc1C,-38.9

# 3 compounds from above, arranged by count of non-hydrogen atoms, largest number first.
Compound,mcGAS RapidFire
CC1=NN(Cc2ccccc2F)c2nc3c(c(=O)n(Cc4ccccc4F)c(=O)n3C)n2C1,2.7
CCn1ccnc1CN1CCN(CCNS(=O)(=O)c2ccccc2)CC1C (centres undefined),-6.5
NC(=O)CS(=O)(=O)Cc1ccc(Cl)cc1Cl,7.1

# Next section.
Compound,mcGAS RapidFire
CSc1nc(C(=O)NCc2cccnc2N2CCOCC2)cs1,-5.1
CCOC(=O)C1CCN(C(c2ccccc2)C2Sc3nc(C)nn3C2=O)CC1 (centres undefined),-7.4
CCCCn1c(N)c(NC)c(=O)[nH]c1=O,-12.3
CC(=O)Cn1c(CN2CCN(c3ccc(F)cc3)CC2)nc2c1c(=O)[nH]c(=O)n2C,2.6
CN(C)c1ncc(CN2CCCC(C(=O)Nc3ccc(-c4ccco4)cc3)C2)s1 (centres undefined),-9.2
COc1ccccc1C1CC1C(=O)NC(C)c1nc2ccccc2n1C (centres undefined),-11.1
O=C1NCC2(CCCN(c3ncnc4[nH]ccc34)CC2)O1 (centres undefined),10.0
NS(=O)(=O)c1ccc(-n2ncc(NCc3ccc(F)cc3)c(Cl)c2=O)cc1,2.1
CN(CCCn1cccn1)C(=O)c1ccc(NC(=O)C2CCC2)cc1,-52.4
Nc1cc2c(cc1[N+](=O)[O-])OCO2,1.2
c1cc2nc(N3CCOCC3)ccn2n1,-4.3
COC(=O)C(c1ccccc1Cl)N(C)Cc1csc(C)n1 (centres undefined),-11.1
CC(=O)NC1CCN(Cc2nc(-c3cccc(F)c3F)oc2C)C1 (centres undefined),-7.2
CCc1ccc(NCC(=O)Nc2ccc(I)cc2C)cc1,-2.9
CCOc1ccccc1NC(=O)NCC(=O)Nc1ccc(Cl)cc1F,-17.1

# Next compounds:
Compound,mcGAS RapidFire
O=C(CN1C(=O)CNC1=O)N1CCC(c2[nH]ncc2-c2cccc(F)c2)CC1,-21.9
N#Cc1ccccc1CN1CCN(S(=O)(=O)c2ccccc2Cl)CC1,-13.6
COc1ccc(S(=O)(=O)N2CCCC(C(=O)Nc3ncccc3C)C2)cc1 (centres undefined),-4.3
CCCCN(C(=O)C1CCCO1)C1CC(C)(C)NC(C)(C)C1 (centres undefined),0.5
CCCCn1c(=O)c2c(nc3n2CCCN3c2ccc(OC)cc2OC)n(C)c1=O,0.9
Cn1cc(CN(Cc2ccc(Cl)cc2F)C2CC2)cn1,-26.1
Cc1nc2scc(C)n2c(=O)c1S(=O)(=O)NCCN1CCOCC1,-9.2
OC[C@@H]1CCCN1Cc1cn(-c2ccc(F)cc2)nc1-c1ccccc1Cl,-0.7
Fc1ccc(/C=N\NC(=S)NCc2ccccc2)cc1Br,-2.3
O=C(CS(=O)c1ccc(O)cc1)N1CCCCCCC1 (centres undefined),-10.9
CC(NC(=O)c1cccc(Cl)c1)C(c1cccs1)N1CCCC1 (centres undefined),-2.4
Nc1c(Cl)cc(NC(=O)C2CC23CCOCC3)cc1Cl (centres undefined),-2.1
CCOC(=O)c1c(N)c(C#N)cn1C(C)C,-10.9
CC(C)C(NC(=O)COCC1CC1)c1ccc2[nH]c(=O)oc2c1 (centres undefined),-11.9

# Compound activity deposited in PubChem by Fisher Drug Discovery Resource Center.

# These rows are one share of the data; count on the stated rates, not on these rows.
